Screens (PubChem)
HCMV inh = human cytomegalovirus inhibition. AID 1259415. hit rate 4.5% among 410,000. activity change, negative = inhibition, % at 57.5 µM. HFF cells, HCMV-luciferase reporter, 72 h; stronger effect = lower value; in the data active = activity change below about -60%; inconclusive = no clear call, values can overlap the other calls; inactive = above about -39%
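Cell-based, HFFs, 1000 cells/well, 16 h 37C; cpds in DMSO + HCMV-luc, MOI 1 PFU/cell; 72 h 37C; OneGlo luminescence after 5 min RT; norm. to buffer vs Salinomycin 10uM.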
AMA1 RON2 block = disrupts binding of P. falciparum AMA1 to RON2. AlphaScreen AMA1-biotinylated RON2 peptide binding. Potency, µM (top dose mostly 58.2 µM), without a hit: top-dose activity change, negative = inhibition, actives largely listed as inhibitors. hit rate 0.2% among 360,000. AID 720542;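 also: potency is read from the fitted curve at half-maximal effect; 0% = vehicle wells and -100% = peptide control; nearly all actives have a fitted effect of over 45% in size; some results filed as inactive show a strong effect at the top dose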
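AMA1 (3D7) with his tag at 25 nM final met compounds first, then biotinylated RON2 peptide at 25 nM; detection used donor plus acceptor beads, 10 µg/mL apiece, read by AlphaScreen after 30 min at room temperature.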
Sm TGR block = S. mansoni TGR enzyme inhibition. hit rate 3% among 360,000. Q962Y6. Potency, µM (top dose mostly 114 µM), inactives show at the highest dose activity change, negative = inhibition, hits mostly inhibitors. purified TGR, DTNB reduction, TNB absorbance 405 nm; also: potency is read from the fitted curve at half-maximal effect; nearly all actives have a fitted effect of over 60% in size
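Kinetic colorimetric format: TGR-catalysed, NADPH-driven DTNB reduction monitored via TNB absorbance. Enzyme dispensed at 20 nM; compound exposure 15 min at room temperature before reaction start.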
AmpC no deterg = blocks E. coli AmpC beta-lactamase in detergent-free assay; P00811; AmpC nitrocefin hydrolysis, absorbance 480 nm, 0.0001% Triton; Potency, µM (top dose mostly 57.1 µM), without a hit: at the highest dose activity change, negative = inhibition, most hits filed as inhibitors; hit rate 0.52% among 330,000; AID 485341;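 also: potency is read from the fitted curve at half-maximal effect; plate controls were no compound for no effect and no enzyme for full effect; nearly all actives have a fitted effect of over 20% in size; some results filed as inactive show a strong effect at the top dose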
Target sequence (P00811 whole entry, looked up): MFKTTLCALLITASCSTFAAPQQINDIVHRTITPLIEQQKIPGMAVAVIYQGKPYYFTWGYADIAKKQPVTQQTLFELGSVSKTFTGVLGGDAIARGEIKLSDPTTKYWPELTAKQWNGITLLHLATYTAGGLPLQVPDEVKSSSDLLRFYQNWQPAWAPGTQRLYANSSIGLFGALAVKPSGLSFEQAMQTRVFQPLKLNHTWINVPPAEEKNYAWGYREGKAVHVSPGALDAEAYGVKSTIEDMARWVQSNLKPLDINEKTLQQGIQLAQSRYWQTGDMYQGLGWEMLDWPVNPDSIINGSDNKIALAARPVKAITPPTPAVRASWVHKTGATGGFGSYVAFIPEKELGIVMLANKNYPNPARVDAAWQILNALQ
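AmpC (5.3 nM in the dispensed reagent) in 20 mM phosphate pH 7.0 with 0.01% (detergent screen) or 0.0001% Triton X-100 was preincubated with compounds for 15 min at room temperature. Nitrocefin was then added from an 800 uM solution, and hydrolysis was followed at 480 nm.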
AmpC inh detg = blocks E. coli AmpC beta-lactamase in detergent assay; AmpC hydrolysis of nitrocefin, absorbance 480 nm, 0.01% Triton; Potency, µM (series often up to 114 µM), for inactives: at the highest dose activity change, negative = inhibition, actives largely listed as inhibitors; P00811; AID 485294; hit rate 0.041% among 370,000;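 also: potency is read from the fitted curve at half-maximal effect; 0% = no-compound wells and -100% = no-enzyme wells; nearly all actives have a fitted effect of over 25% in size; some results filed as inactive show a strong effect at the top dose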
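20 mM phosphate pH 7.0 + 0.01% (detergent screen) or 0.0001% Triton X-100; 5.3 nM AmpC reagent; cpd preinc 15 min RT; nitrocefin (800 uM stock) to start; A480 q20 s × 4 min; Activity was normalised to no-enzyme and no-compound control wells.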
FBPA Giardia inh = inhibitors of Giardia lamblia fructose-1,6-bisphosphate aldolase; purified Giardia FBPA; Potency, µM (series often up to 59.6 µM), inactives show at the top dose activity, negative = inhibition, hits mostly inhibitors; hit rate 0.71% among 290,000; also: potency is read from the fitted curve at half-maximal effect; nearly all actives have a fitted effect of over 55% in size
Target sequence (A8B2U2 whole entry, looked up): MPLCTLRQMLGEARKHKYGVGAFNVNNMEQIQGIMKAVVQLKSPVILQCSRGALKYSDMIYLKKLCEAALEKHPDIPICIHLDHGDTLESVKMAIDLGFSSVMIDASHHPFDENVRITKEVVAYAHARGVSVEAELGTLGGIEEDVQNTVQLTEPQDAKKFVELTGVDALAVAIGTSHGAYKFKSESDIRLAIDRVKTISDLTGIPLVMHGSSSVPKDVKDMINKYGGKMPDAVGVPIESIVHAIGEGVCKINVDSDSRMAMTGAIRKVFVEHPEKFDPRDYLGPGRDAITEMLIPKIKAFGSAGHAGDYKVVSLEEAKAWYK
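Giardia FBPA (40 nM reagent) was preincubated 10 min at RT with compound (up to 57.5 uM final), then substrate plus GAPDH/TPI/NAD/arsenate coupling system with diaphorase/resazurin was added; resorufin fluorescence (525/598 nm) was read after 20 min.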
The depositor's hits bear a star; [ ] = remark or other dose. Unless noted, calls follow the shape of the dose curve; as a rule, active = well fitted curve in the direction sought with a large enough effect; inconclusive = small, poorly fitted or top-dose-only effect, or another doubt; inactive = no such curve, though single readings can be large; an effect the other way counts as inactive or inconclusive. Unless noted, % is scaled to controls: 0 for no effect and ±100 for the full control effect. Rows are unselected (roughly 7.8% active in at least one column).

COC(=O)c1cccc(Nc2nc(-c3cccnc3)nc3ccccc23)c1 was read as HCMV inh -9.1, AMA1 RON2 block 6.5%, Sm TGR block -6.3%, AmpC no deterg inconclusive, AmpC inh detg -5.0% and FBPA Giardia inh 3.6%.
Screening Cc1ccc(OCCC(=O)OC(C)C(=O)Nc2ccc(Cl)cn2)cc1 (stereo not drawn) returned HCMV inh -24.1, AMA1 RON2 block 0.0%, Sm TGR block -12.2%, AmpC no deterg -26.2% and AmpC inh detg -13.7%.
Cc1cc(N2CCOCC2)n2ncc(-c3ccccc3)c2n1 was read as HCMV inh -28.2, AMA1 RON2 block 26.0%, Sm TGR block -17.9%, AmpC no deterg 65.1%[activator], AmpC inh detg 4.5% and FBPA Giardia inh 0.0%.
Screening COc1ccc(NC(=O)c2ccco2)cc1NC(=O)c1cccc(F)c1 returned HCMV inh -6.8, AMA1 RON2 block -3.6%, Sm TGR block -4.6%, AmpC no deterg -21.0%, AmpC inh detg inconclusive and FBPA Giardia inh 0.4%.
`CCOc1ccc(S(=O)(=O)N2CCN(S(=O)(=O)c3ccc(OCC)cc3)C(C)C2)cc1` (stereo not drawn) gave HCMV inh 1.2, AMA1 RON2 block -5.1%, Sm TGR block 0.0%, AmpC no deterg -11.9%, AmpC inh detg -12.7% and FBPA Giardia inh 2.7%.
Cc1ccc2nc(SCC(=O)N3CCCC3)[nH]c2c1 was read as HCMV inh 67.9, AMA1 RON2 block 5.3%, Sm TGR block -1.2%, AmpC no deterg -1.6%, AmpC inh detg -8.0% and FBPA Giardia inh 4.7%.
For Fc1ccc(-c2nc(Nc3cccc(C(F)(F)F)c3)nc3c2COc2ccccc2-3)cc1 the results were HCMV inh -7.1, Sm TGR block -7.8% and AmpC inh detg -2.7%.
Screening CCOP(=O)(OCC)c1nc(-c2ccc(Cl)cc2)oc1NCc1ccccc1 returned HCMV inh -29.0, AMA1 RON2 block -10.2%, Sm TGR block -20.5%, AmpC no deterg 179.9%[activator], AmpC inh detg 4.2% and FBPA Giardia inh -1.1%.
For Cc1c(-c2nc(-c3ccccc3F)no2)nnn1-c1cc(F)ccc1F the results were HCMV inh inconclusive, Sm TGR block 1.2% and AmpC inh detg -7.6%.
O=C(Cn1ncc(Cl)c(Cl)c1=O)c1ccc(Cl)cc1 was read as HCMV inh -97.9*, AMA1 RON2 block -1.0%, Sm TGR block inconclusive, AmpC no deterg -29.1%, AmpC inh detg -6.0% and FBPA Giardia inh 4.2%.
Screening Cc1ccccc1OCCn1cnc2c(N)ncnc21 returned HCMV inh -11.9, AMA1 RON2 block 39.0%[activator], Sm TGR block 5.0%, AmpC no deterg -7.0%, AmpC inh detg 8.0% and FBPA Giardia inh -4.2%.
`O=C(Nc1ccc(-c2nc3cccnc3s2)cc1)C1CCCO1` (stereo not drawn) gave HCMV inh -38.2, AMA1 RON2 block -8.6%, Sm TGR block -4.4%, AmpC no deterg -34.3%, AmpC inh detg -1.4% and FBPA Giardia inh 8.4%.
Screening COc1ccc(S(=O)(=O)NCC(c2cccnc2)N2CCN(C)CC2)cc1C (stereo not drawn) returned HCMV inh inconclusive, AMA1 RON2 block -5.0%, Sm TGR block 0.7%, AmpC no deterg 1.9%, AmpC inh detg 4.1% and FBPA Giardia inh 0.4%.
C=CCC[C@H](Cc1ccc(F)cc1)C(=O)OC[C@@H](C)NC(=O)[C@@H](CC=C)CC(=O)N[C@@H](CO)Cc1ccccc1 was read as HCMV inh -1.3, AMA1 RON2 block 4.7% and AmpC no deterg 202.8%[activator].
Screening COc1cc(CN(CC2CCCO2)C(=O)c2cccs2)cc(OC)c1OC (stereo not drawn) returned HCMV inh 50.6, AMA1 RON2 block 0.0%, Sm TGR block -14.0%, AmpC no deterg 21.8% and AmpC inh detg -1.3%.

The last two records of the part before lead into the next:
C=CCC[C@H](Cc1ccc(F)cc1)C(=O)OC[C@@H](C)NC(=O)[C@@H](CC=C)CC(=O)N[C@@H](CO)Cc1ccccc1 was read as HCMV inh -1.3, AMA1 RON2 block 4.7% and AmpC no deterg 202.8%[activator].
Screening COc1cc(CN(CC2CCCO2)C(=O)c2cccs2)cc(OC)c1OC (stereo not drawn) returned HCMV inh 50.6, AMA1 RON2 block 0.0%, Sm TGR block -14.0%, AmpC no deterg 21.8% and AmpC inh detg -1.3%.
COc1cc(C(C(=O)NCC2CCCO2)N(C(=O)Cn2nnc3ccccc32)c2ccc(OC)c(OC)c2)ccc1O (stereo not drawn) was read as HCMV inh 16.0, AMA1 RON2 block -14.9%, Sm TGR block 44.7µM*, AmpC no deterg 3.3%, AmpC inh detg 7.3% and FBPA Giardia inh -2.3%.
COCCNC(=O)Cc1ccc(F)cc1 was read as HCMV inh -18.0, AMA1 RON2 block -7.6%, Sm TGR block 4.3%, AmpC no deterg -10.0%, AmpC inh detg inconclusive and FBPA Giardia inh 2.1%.
For CCOC(=O)c1c(Nc2nc(C)c(C(=O)NC)s2)sc(C)c1C the results were HCMV inh 21.0, AMA1 RON2 block 10.4%, Sm TGR block 1.7%, AmpC no deterg -5.2%, AmpC inh detg -8.4% and FBPA Giardia inh -3.0%.
For Oc1[nH]c2ccccc2c1N=NC(=S)NCCc1ccccc1 the results were HCMV inh 69.2, AMA1 RON2 block -5.1%, Sm TGR block -8.1%, AmpC no deterg 25.1µM*, AmpC inh detg inconclusive and FBPA Giardia inh 3.2%.
`Cc1ccc2cc(CCNC(=O)Cc3cccs3)c(=O)[nH]c2c1` gave HCMV inh inconclusive, AMA1 RON2 block -4.3%, Sm TGR block -10.0%, AmpC no deterg -5.8%, AmpC inh detg -13.0% and FBPA Giardia inh -0.6%.
For CC(=O)N1c2ccc(S(=O)(=O)N3CCCC(C(=O)N4CCCCC4)C3)cc2CC1C (stereo not drawn) the results were HCMV inh -30.3, AMA1 RON2 block -7.2%, Sm TGR block -12.6%, AmpC no deterg 70.8%[activator], AmpC inh detg inconclusive and FBPA Giardia inh 4.9%.
CCOC(=O)c1c(C)[nH]c(C(=O)NCCN2CCOCC2)c1C was read as HCMV inh 8.4, AMA1 RON2 block 9.0%, Sm TGR block -6.5%, AmpC no deterg -0.1%, AmpC inh detg 0.1% and FBPA Giardia inh 3.3%.
Screening COc1ccccc1CNc1ncnc2onc(-c3ccc(F)cc3)c12 returned HCMV inh -21.4, Sm TGR block 2.9% and AmpC inh detg 4.1%.
Screening O=C(COc1cccc2cccnc12)NNC(=S)Nc1ccccc1 returned Sm TGR block 3.2%, AmpC no deterg -7.7%, AmpC inh detg -0.7% and FBPA Giardia inh -2.0%.
Screening COc1ccc(-c2cc(-c3ccc(F)cc3)nc(N3CCN(C)CC3)n2)cc1 returned HCMV inh -10.1, AMA1 RON2 block 17.8%, Sm TGR block -2.7%, AmpC no deterg -11.5%, AmpC inh detg -8.0% and FBPA Giardia inh inconclusive.
Screening C#CCOCCOCCOCCNc1nc(N2CCN(C(=O)[C@H]([C@@H](C)O)n3cc(CCCCN)nn3)CC2)nc(N2CCN(C(=O)[C@H](CCCCN)n3cc(CCC(=O)O)nn3)CC2)n1 returned HCMV inh 34.0, AMA1 RON2 block -2.2%, Sm TGR block inconclusive, AmpC no deterg 164.7%[activator] and AmpC inh detg inconclusive.
O=C(NCCCN1CCCC1=O)C1CCN(S(=O)(=O)c2ccccc2)CC1 was read as HCMV inh -8.8, AMA1 RON2 block -2.0%, Sm TGR block -9.4%, AmpC no deterg -2.4% and AmpC inh detg inconclusive.
For N#C/C(=C\Nc1ccc(F)c(Cl)c1)S(=O)(=O)c1ccccn1 the results were HCMV inh 7.9, AMA1 RON2 block -11.3%, Sm TGR block 5.8%, AmpC no deterg -24.8%, AmpC inh detg 0.5% and FBPA Giardia inh 0.8%.
`Cc1ccc(NC(=O)CSc2ccccc2NC(=O)c2ccccc2)cc1Cl` gave HCMV inh -31.6, AMA1 RON2 block 10.4%, Sm TGR block -7.3%, AmpC no deterg -8.6%, AmpC inh detg -6.2% and FBPA Giardia inh 0.4%.
COC(=O)C(=NNc1c(C)n(C)n(-c2ccccc2)c1=O)C(=O)OC was read as HCMV inh -18.0, AMA1 RON2 block 21.4%, Sm TGR block -14.3%, AmpC no deterg -7.3%, AmpC inh detg 3.7% and FBPA Giardia inh -1.7%.
Cc1ccc(N(C)C(=O)C2CCCN(c3ncnc4c3nc3n4CCCCC3)C2)cc1C (stereo not drawn) was read as HCMV inh -22.7, Sm TGR block -2.3% and AmpC inh detg 0.0%.
`NS(=O)(=O)c1ccc(NC(=O)COC(=O)CCC2CCCCC2)cc1` gave HCMV inh -15.1, AMA1 RON2 block -1.6%, Sm TGR block -12.7%, AmpC no deterg -24.1%, AmpC inh detg -11.8% and FBPA Giardia inh 0.6%.
`Cc1cc(C(=O)COc2cccc(-n3cnnn3)c2)c(C)n1-c1ccccc1` gave HCMV inh -7.0, AMA1 RON2 block -14.2%, Sm TGR block inconclusive, AmpC no deterg -14.3%, AmpC inh detg -14.8% and FBPA Giardia inh -17.7%.
`CCCCN(CC)CCCNC(=O)c1csc2c1CCCCC2` gave HCMV inh inconclusive, AMA1 RON2 block 0.8%, Sm TGR block 3.0%, AmpC no deterg 0.2%, AmpC inh detg 3.4% and FBPA Giardia inh -3.2%.
O=C(Nc1nnc(-c2ccco2)o1)c1cccc(N2C(=O)CCC2=O)c1 was read as HCMV inh 35.5, AMA1 RON2 block 42.1%[activator], Sm TGR block 2.9%, AmpC no deterg 96.1%[activator], AmpC inh detg 7.3% and FBPA Giardia inh inconclusive.
COc1ccc(C(=O)/C(=C\N(C)C)n2nc(C)cc2C)cc1 was read as HCMV inh -18.4, AMA1 RON2 block 9.5%, Sm TGR block -5.7%, AmpC no deterg -20.2%, AmpC inh detg 1.4% and FBPA Giardia inh 2.4%.
CC(C)CC(C(=O)O)N(Cc1ccccc1)Cc1ccccc1 (stereo not drawn) was read as HCMV inh 41.6, AMA1 RON2 block 0.9%, Sm TGR block -2.0%, AmpC no deterg -15.8%, AmpC inh detg 4.9% and FBPA Giardia inh -6.9%.
For O=C(NCCCN1CCCC1=O)C1CCN(S(=O)(=O)c2cc(C(F)(F)F)ccc2Cl)CC1 the results were HCMV inh -4.6, AMA1 RON2 block -2.3%, Sm TGR block -1.4%, AmpC no deterg 82.7%[activator] and AmpC inh detg 3.2%.
`COc1ccccc1C(=O)Nc1ccc2nc(SCC(=O)N3CCCC3)sc2c1` gave HCMV inh -13.9, Sm TGR block -0.7% and AmpC inh detg 19.2%.
COc1ccc(NC(=S)N2CCC(NC(=O)C3CCCCC3)CC2)cc1 was read as HCMV inh 22.4, AMA1 RON2 block -4.2%, Sm TGR block 4.4%, AmpC no deterg -15.3%, AmpC inh detg -9.5% and FBPA Giardia inh 2.8%.
CCOc1ccc(CNC(=O)CCn2c(=O)c3cccn3c3ccc(F)cc32)cc1 was read as HCMV inh -30.1, Sm TGR block -2.3% and AmpC inh detg 21.2%.
For CC(Oc1ccc(-c2ccccc2)c(F)c1)c1ccn(S(=O)(=O)c2ccc(Br)cc2)n1 (stereo not drawn) the results were HCMV inh -16.7, AMA1 RON2 block -7.2%, Sm TGR block -1.1%, AmpC no deterg -38.4%, AmpC inh detg -2.0% and FBPA Giardia inh 0.8%.
